PfHsp40 rescue: rescue of yeast from PfHsp40 toxicity, primary screen, S. cerevisiae, ATP luminescence. AID 504582, 2011. growth rescue, % at 12.5 µM. actives 0.68% (n = 340,000). S. cerevisiae expressing PfHsp40, growth rescue; in the data active = growth rescue above about 28%, passing the limit was not always enough; inconclusive = no clear call, values can overlap the other calls;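 note: yeast W303a lacking pdr1 and pdr3 grown in galactose medium; growth measured after three days at 30 °C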
BH1578 lux ind: inducers of Vibrio cholerae quorum light production without autoinducers, primary screen, BH1578 luxS cqsA deficient, single point | V. cholerae BH1578 lux reporter, luminescence, 6 h | activation, % at 18.7 µM | actives 0.16% (n = 350,000); in the data active = activation mostly above about 9.7%, no sharp cut-off; inconclusive = no clear call, values can overlap the other calls; inactive = mostly below about 3.7%; note: not every result past the cut was called active; inactives centre near 0; reference of the scale not given here
Anthrax LF prot: Bacillus anthracis LF protease inhibitors, primary screen, biochemical, multiplex microsphere, MLPCN library; multiplex microsphere protease cleavage assay; inhibition, % at 10 µM; actives 0.12% (n = 360,000); AID 588501, 2011; note: plate controls were buffer without enzyme for full effect and enzyme alone for no effect
Target sequence (P15917 whole entry, looked up): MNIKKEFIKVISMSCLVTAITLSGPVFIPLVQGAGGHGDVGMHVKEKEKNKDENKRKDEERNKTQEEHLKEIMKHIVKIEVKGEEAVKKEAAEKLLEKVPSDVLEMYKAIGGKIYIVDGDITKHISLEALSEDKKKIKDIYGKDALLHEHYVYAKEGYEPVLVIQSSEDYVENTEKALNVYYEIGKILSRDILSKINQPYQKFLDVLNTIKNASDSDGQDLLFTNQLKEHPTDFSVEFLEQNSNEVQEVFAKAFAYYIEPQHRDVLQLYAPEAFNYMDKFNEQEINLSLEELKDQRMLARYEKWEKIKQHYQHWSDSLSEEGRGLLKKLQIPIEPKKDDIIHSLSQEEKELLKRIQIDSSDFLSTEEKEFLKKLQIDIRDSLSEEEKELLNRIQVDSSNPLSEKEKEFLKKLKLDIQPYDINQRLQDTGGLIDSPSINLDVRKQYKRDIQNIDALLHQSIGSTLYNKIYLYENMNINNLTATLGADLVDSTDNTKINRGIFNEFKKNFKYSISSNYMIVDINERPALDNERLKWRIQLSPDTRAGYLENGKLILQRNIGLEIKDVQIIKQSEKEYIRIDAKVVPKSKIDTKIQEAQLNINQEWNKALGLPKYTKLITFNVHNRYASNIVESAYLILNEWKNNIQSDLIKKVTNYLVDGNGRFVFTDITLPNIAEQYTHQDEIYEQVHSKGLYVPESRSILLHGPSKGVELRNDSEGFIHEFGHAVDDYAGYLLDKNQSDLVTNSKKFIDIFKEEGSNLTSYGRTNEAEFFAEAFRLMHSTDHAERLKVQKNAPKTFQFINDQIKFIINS
Yp Topo-I inh: Yersinia pestis topoisomerase I inhibitors, primary screen, biochemical, cleavage product accumulation, plate reader, single point. DNA topoisomerase I (Yersinia pestis CO92). Y. pestis Topo-I cleavage product accumulation. activity, % at 10 µM. actives 0.064% (n = 360,000); in the data active = activity above about 50%, passing the limit was not always enough; inconclusive = no clear call, values can overlap the other calls; note: inactives centre near 2
BoNT-A LC inh2: BoNT/A light chain protease inhibitors, primary screen, biochemical, flow cytometry, MLPCN library; inhibition, % at 10 µM; multiplex microsphere protease substrate cleavage; actives 0.17% (n = 360,000); Botulinum neurotoxin type A light chain protease (Clostridium botulinum A str. ATCC 3502); note: plate controls were buffer without enzyme for full effect and enzyme alone for no effect
PriA SSB inh: inhibitors of Klebsiella pneumoniae PriA binding to SSB C-terminal tail, primary screen, biochemical, AlphaScreen. PriA–SSB C-terminal tail interaction (Klebsiella pneumoniae). AlphaScreen SSBct-PriA binding, biotinylated peptide. inhibition, % at 33 µM. actives 0.6% (n = 430,000). AID 1272365, 2023; in the data active = inhibition mostly above about 37%, no sharp cut-off; inactive = mostly below about 20%;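 note: plate controls were negative control peptide for no effect and reference peptide for full effect; strong numbers were not always called active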
PrPC TRFRET: inhibitors of human cell surface prion protein PrPC, primary screen, cell-based, TR-FRET; Major prion protein (Homo sapiens), P04156; TR-FRET read-out; inhibition, % at 13.8 µM; actives 0.43% (n = 370,000); in the data active = inhibition above about 24%; note: 0% = median of the test wells and 100% = reference compound wells
TcdB inh: TcdB glycohydrolase inhibitors, primary screen, biochemical, single point, plate reader. Toxin B (Clostridioides difficile), P18177. TcdB glycohydrolase enzymatic assay. inhibition, % at 9.99 µM. actives 0.24% (n = 350,000). AID 652162, 2013; in the data active = inhibition above about 10%
SARS 3CLpro inh: SARS-CoV 3CLpro protease inhibitors, primary screen, biochemical, quenched FRET; Replicase polyprotein 1ab (Severe acute respiratory syndrome coronavirus), P0C6X7; actives 0.14% (n = 290,000); inhibition, % at 6 µM; recombinant SARS-CoV 3CLpro, quenched FRET peptide cleavage; in the data active = inhibition above about 12%
Numbers without * were called inactive; i = inactive; ? = inconclusive; nt = not tested or not shown; & = joins results of further samples. Cut-off read from the data, not from the text of the source, unless noted: active = inhibition above about 30%; inconclusive = no clear call, values can overlap the other calls; inactive = below that. This is a subset; the hit share may differ from the screen's.

SMILES	PfHsp40 rescue	BH1578 lux ind	Anthrax LF prot	Yp Topo-I inh	BoNT-A LC inh2	PriA SSB inh	PrPC TRFRET	TcdB inh	SARS 3CLpro inh
CC(OC(=O)CN(C)S(=O)(=O)c1ccc(Cl)cc1)C(=O)Nc1ccc(N2CCOCC2)cc1 (stereo unspecified)	1.2	i	0.1	14.5	-0.5	-5.2	-10.7	nt	1.6
O=C(NCCc1ccccn1)C1CCCN(S(=O)(=O)Cc2ccccc2)C1 (stereo unspecified)	-1.5	-0.3	-4.9	-0.5	-0.7	-13.3	2.6	nt	-8.5
CCN(C(=O)c1cccs1)c1nnc(-c2ccncc2)s1	-0.9	5.2	4.3	8.8	-0.1	13.3	-5.0	nt	-7.8
COc1ccc2c(c1)CCCC21SC(NC(C)=O)=NN1C(C)=O (stereo unspecified)	-1.4	-1.3	-1.5	-3.4	0.1	-1.1	1.1	1.4	4.5
O=C1C=C(NCc2ccncc2)CC(c2ccccc2)C1 (stereo unspecified)	0.4	i	-1.1	0.9	0.5	-5.9	-5.8	nt	2.1
CCOc1c(/C=C(\C#N)C(N)=O)c2ccccc2n1CC	-0.6	i	-0.7	-0.5	0.9	-12.6	-10.9	nt	0.1
Nc1c(Cl)cc2c(c1Oc1ccccc1)C(=O)c1ccccc1C2=O	-2.0	-0.4	-7.2	-5.0	3.0	56.4	0.6	nt	6.0
Cc1ccccc1-n1c(SCC(=O)NC(N)=O)nc2sc(-c3ccccc3)cc2c1=O	0.7	-3.3	-0.6	19.9	0.4	3.6	-5.4	0.0	-7.3
Cc1ccc(-n2nc(C)c(C(=O)N3CCN(C(=O)c4ccco4)CC3)c2-n2cccc2)cc1	1.3	i	-1.4	21.8	3.0	-5.1	-2.4	0.1	2.4
CCOC(=O)c1c(C(C)(C)C)oc2ccc(OCC#N)cc12	1.2	nt	0.5	26.9	-0.3	-37.9	-0.1	nt	-0.2
CCCCCCN1CCN(C2CN(Cc3ccc(C)cc3)S(=O)(=O)C2)CC1 (stereo unspecified)	nt	nt	-2.9	nt	0.1	nt	-3.5	0.1	nt
O=C(CCc1nc(-c2ccccc2F)no1)NCCN1CCc2ccccc2C1	1.5	i	-3.0	9.8	0.2	-7.2	nt	nt	2.5
COc1cc(/C=C/C(=O)NCCn2c(C)cc3ccccc32)cc(OC)c1OC	0.4	0.3	0.2	23.7	0.7	48.4*	48.8*	0.5	-0.8
CC(=O)c1c(C)[nH]c(C(=O)OCc2nc3ccsc3c(=O)[nH]2)c1C	-1.7	i	nt	-9.9	nt	-10.1	-3.2	0.1	nt
Cc1nnc(N/N=C/c2cc(C)n(-c3ccc(F)cc3)c2C)n1N	0.3	0.6	-1.0	-5.8	-0.1	nt	-7.0	-1.1	-4.6
O=C(c1cccc(-c2ccccc2)c1)N1CC[C@@H](N2CCC(O)CC2)[C@H](O)C1	0.3	-2.5	8.4	-2.7	-0.6	0.4	-6.7	2.1	-5.6
CCOC(=O)CNS(=O)(=O)Cc1ccccc1	-0.5	1.4	2.4	5.0	0.1	-9.4	2.2	-0.8	nt
O=C(CNC1=NCCC1)c1ccc(Cl)cc1	-2.0	-0.4	2.2	-4.6	1.7	-6.2	-6.6	nt	1.3
CCCOc1ccc(N2C(=O)CC(SCCN)C2=O)cc1 (stereo unspecified)	1.0	i	1.8	3.7	0.2	-6.1	-3.2	nt	-0.6
O=Cc1cn(Cc2ccc(F)cc2Cl)c2ccccc12	0.9	2.7	-5.1	10.8	-0.4	-17.4	6.8	-0.1	6.5
NNC(=O)c1ccc2nc(-c3ccc(Br)cc3)cn2c1	71.1*	-1.3	-7.3	-12.2	-0.5	-2.0	4.0	-2.9	-2.8
CCCc1cc(=O)[nH]c2nnc(SCC(=O)NC3CCCCC3)n12	0.2	i	-2.0	5.3	?	3.3	-2.4	2.7	nt
CC1C(=O)Nc2ccc(S(=O)(=O)N3CCN(c4ccccc4F)CC3)cc2NC1=O (stereo unspecified)	-0.3	-0.2	-4.0	4.3	-0.9	-5.8	7.1	-6.9	-4.5
CCOc1ccc(N2C(=O)CC(SC(=NC)Nc3ccc4c(c3)OCO4)C2=O)cc1 (stereo unspecified)	0.6	i	-3.6	22.0	1.6	-18.6	5.6	nt	0.9
CCn1c(CNC(=O)Cc2ccc(OC)cc2)nnc1SCC(=O)Nc1ccc(C(=O)O)cc1	-2.7	-0.8	0.6	10.2	-0.1	-14.3	3.1	-1.0	1.1
CC(=O)Cc1nsc(NC(=O)c2ccco2)n1	-0.3	-0.5	-2.3	1.6	-0.4	1.0	3.4	1.2	-0.6
CC(=O)N1CC=C2C(C#N)=C(N)C(C#N)(C#N)[C@H](c3ccoc3)[C@H]2C1	0.4	i	-0.1	-3.5	0.6	-7.1	-4.0	nt	-3.3
O=C(Nc1ccc(Cl)cn1)c1cnn2cccnc12	3.6	-0.6	0.2	-4.4	1.0	-8.3	2.5	nt	1.8
O=C(Nc1nc2ccccc2n1CCN1CCOCC1)c1ccccc1	0.0	i	-12.1	4.3	-1.1	-18.3	-9.0	4.7	0.8
O=C(NCCc1cscn1)C1CCC(=O)N(Cc2ccc(Cl)cc2)C1 (stereo unspecified)	-1.9	i	-1.1	-5.6	-3.2	-3.9	-1.9	0.8	-1.3
Cc1ccc(NC(=O)C2(c3ccc([N+](=O)[O-])cc3)CCCC2)cc1	3.4	-0.3	-3.0	1.9	-0.2	13.0	-15.1	1.0	-1.8
C/C(=N\NC(=O)c1ccco1)c1cc2ccccc2o1	-1.6	-0.3	-9.9	8.1	-2.0	nt	-2.3	-1.6	-3.6
O=C(O)/C(=C\c1cccc([N+](=O)[O-])c1)c1ccc(S(=O)(=O)N2CCCCC2)s1	0.4	0.1	-4.4	0.0	0.6	-0.3	0.2	-2.1	2.0
C=CCN1c2ccccc2[C@]23C[C@@H](C(=O)OC)N(C(=O)c4cccs4)C2=NC(C(=O)OC)=C(C(=O)OC)[C@H]13	-3.5	-0.3	-3.6	0.7	0.1	12.5	3.6	6.6	nt
O=C(Nc1ccc(SC(F)F)cc1)c1ccc(F)cc1	0.1	-0.7	-5.0	2.9	-0.3	-5.8	1.7	7.8	-1.3
COc1ccc2c(c1)c(C(=O)CN1CCOCC1)c(C)n2C	-1.7	-2.2	-4.4	2.7	-1.2	-30.0	7.3	nt	1.7
O=C(c1ccccc1CCc1ccccc1)N1CCCC1	3.0	12.0	-0.4	11.2	-1.5	-4.1	-4.8	1.1	0.3
COc1ccc(CCC(=O)N2CCN(S(=O)(=O)c3ccc(OC)cc3)CC2)cc1	0.3	i	-11.0	9.1	-3.0	-0.8	-4.0	1.3	nt
COc1ccc(CN2CCCCC2C)cc1OC (stereo unspecified)	-0.4	i	5.6	0.4	0.5	-3.7	-6.0	nt	-5.3
O=C1/C(=C/c2ccccc2[N+](=O)[O-])COc2ccccc21	14.7	1.6	-1.8	-8.3	-0.2	6.9	-10.9	0.1	4.7
CC(C)COP(=O)(OCC(C)C)C(O)c1ccc(N(C)C)cc1 (stereo unspecified)	0.0	-0.3	-0.9	-1.2	0.3	1.1	0.0	-4.4	6.0
CCCCC(O)(CCCC)C(=O)NNc1ccccc1	-1.3	i	-0.8	1.5	-0.1	-19.6	5.7	0.1	-2.5
CCCCOC(=O)c1ccc(NC(=O)C(=O)CC(=O)c2ccc(OC)cc2)cc1	-1.3	i	-9.2	2.0	3.0	-6.8	4.6	1.3	-2.0
CCOC(=O)C(NC(=O)Nc1ccc(F)cc1F)(Oc1ccc(F)cc1)C(F)(F)F (stereo unspecified)	0.0	-0.1	0.8	1.0	-0.2	-6.6	2.4	1.5	5.1
CCCCC[C@H](O)/C=C/C1=C(CCCCCCC(=O)O)C(=O)CC1	-0.8	i	0.4	5.9	0.7	-5.9	nt	nt	1.8
Cc1[nH][nH]c(=O)c1C(c1c(C)[nH][nH]c1=O)c1cn(Cc2ccccc2Cl)c2ccccc12	0.5	i	-3.4	4.5	0.4	12.3	5.2	nt	3.2
COC(=O)c1cc(OC)c(OC)cc1NC(=O)CCNC(=O)c1ccco1	2.4	-0.3	3.5	7.0	3.6	-12.4	-6.8	-2.0	-3.5
CCOC(=O)CCNC(C(=O)OCC)c1ccccc1 (stereo unspecified)	-0.2	i	-1.4	0.3	-0.2	-0.5	-1.4	nt	-0.2
COc1cccc(CNC(=S)Nc2cccc(Cl)c2C)c1	0.6	-0.2	2.3	2.7	-2.8	-17.6	-1.0	0.9	-1.8
COc1ccccc1NC(=O)CSc1ncnc2c1oc1ccccc12	-1.2	i	-2.3	3.1	0.8	-29.8	26.5*	nt	-7.6
CC(C)C[C@@H]1CN=C(N)N1C[C@@H]1CCCN1C[C@@H](C(C)C)N1C[C@@H](Cc2ccccc2)N(CCc2ccc(Cl)c(Cl)c2)C1=N	2.1	i	-3.6	-4.5	-0.9	-0.7	5.1	0.8	nt
COC(=O)c1cc(Br)c(=O)n(-c2ccc(OC)cc2)c1	-0.2	i	1.8	5.0	0.0	-11.3	11.6	nt	-2.2
Cc1nn(C)c(C)c1P(=S)(c1c(C)nn(C)c1C)N(C)C	0.2	-1.7	0.1	0.1	-1.6	-5.7	1.4	-0.5	3.0
O=C(NCC1CCCO1)c1ccc(COc2ccc(F)cc2)o1 (stereo unspecified)	-0.9	i	4.3	2.7	0.3	-12.0	3.1	nt	-3.1
Cn1c(Cn2c(=O)sc3ccccc32)nnc1SCC(=O)Nc1ccc(Cl)cc1	-0.1	-0.4	-4.6	-10.7	0.2	-12.0&-1.8	-2.5	0.3	2.8
COc1ccccc1C1CC(=O)n2c(nc(-c3ccccc3)c2-c2ccccc2)S1 (stereo unspecified)	0.5	-0.4	-2.4	6.1	-0.1	4.4	-3.0	-0.6	2.2
CCCC(=O)Nc1ccc(C(=O)NCc2ccccc2Cl)cc1	-0.5	nt	-3.8	-4.7	0.2	-7.8	2.4	-0.6	-6.6
O=C(NCCc1ccccc1)C1CCC(CNS(=O)(=O)c2cccc3cccnc23)CC1 (stereo unspecified)	0.1	-0.6	-2.6	-1.1	-0.4	-5.6	3.8	1.3	-0.5

Record cards, from the list above:
O=C1/C(=C/c2ccccc2[N+](=O)[O-])COc2ccccc21 as listed: PfHsp40 rescue = 14.7; BH1578 lux ind = 1.6; Anthrax LF prot = -1.8; Yp Topo-I inh = -8.3; BoNT-A LC inh2 = -0.2; PriA SSB inh = 6.9; PrPC TRFRET = -10.9; TcdB inh = 0.1; SARS 3CLpro inh = 4.7
CCCCOC(=O)c1ccc(NC(=O)C(=O)CC(=O)c2ccc(OC)cc2)cc1 as listed: PfHsp40 rescue = -1.3; BH1578 lux ind = i; Anthrax LF prot = -9.2; Yp Topo-I inh = 2.0; BoNT-A LC inh2 = 3.0; PriA SSB inh = -6.8; PrPC TRFRET = 4.6; TcdB inh = 1.3; SARS 3CLpro inh = -2.0
O=Cc1cn(Cc2ccc(F)cc2Cl)c2ccccc12 as listed: PfHsp40 rescue = 0.9; BH1578 lux ind = 2.7; Anthrax LF prot = -5.1; Yp Topo-I inh = 10.8; BoNT-A LC inh2 = -0.4; PriA SSB inh = -17.4; PrPC TRFRET = 6.8; TcdB inh = -0.1; SARS 3CLpro inh = 6.5

Source: PubChem BioAssay
